Screening data deposited in PubChem by National Center for Advancing Translational Sciences (NCATS).
D1 PAM = Potentiators of Human D1 Dopamine Receptor: qHTS; HEK293 TREx D1 cells, calcium flux, dopamine EC20 potentiation; potentiation, % at 10 µM; 360,000 tested, 0.036% active; in the data active means potentiation above about 30%; further: 0% is about no effect
D2 ag = HTS Assay for Allosteric Agonists of the Human D2 Dopamine Receptor: Primary Screen for Agonists; activation, % at 2 µM; 340,000 tested, 0.53% active; HEK293 T-REx D2 cells, calcium flux agonist mode; D(2) dopamine receptor (Homo sapiens), P14416;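 active means activation over 3 SD above normal in the single-dose calcium agonist read, cut at about 30% in these data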; further: 0% is about no effect
Target sequence (P14416 whole entry, looked up): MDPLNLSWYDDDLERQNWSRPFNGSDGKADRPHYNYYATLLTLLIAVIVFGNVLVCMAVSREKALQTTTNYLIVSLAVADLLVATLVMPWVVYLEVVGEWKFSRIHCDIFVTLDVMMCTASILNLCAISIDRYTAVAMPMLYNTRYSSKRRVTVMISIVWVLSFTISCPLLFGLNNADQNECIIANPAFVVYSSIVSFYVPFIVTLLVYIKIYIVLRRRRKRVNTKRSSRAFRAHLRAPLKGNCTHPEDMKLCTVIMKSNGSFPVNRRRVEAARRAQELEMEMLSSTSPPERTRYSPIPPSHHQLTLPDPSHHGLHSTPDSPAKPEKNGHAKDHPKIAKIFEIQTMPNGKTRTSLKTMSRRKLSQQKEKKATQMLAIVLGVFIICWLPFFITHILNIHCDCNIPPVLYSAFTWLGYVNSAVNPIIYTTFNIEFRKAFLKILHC
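Tetracycline-induced HEK293 Trex cells with D2 receptor force-coupled to calcium signaling, plated overnight at 30 C and loaded with no-wash calcium dye. Calcium flux read kinetically for 180 s after compound addition; responses flag agonists.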
TRHR agonist = qHTS for Small Molecule Agonists and Allosteric Enhancers of Human TRH Receptor: Primary Screen for Agonists. Thyrotropin-releasing hormone receptor (Homo sapiens), P34981. TRHR cells, calcium flux fluo-8, FDSS agonist mode. activation, % at 2 µM. 360,000 tested, 0.18% active. AID 493084, 2011; further: 0% is about no effect
Target sequence (P34981 whole entry, looked up): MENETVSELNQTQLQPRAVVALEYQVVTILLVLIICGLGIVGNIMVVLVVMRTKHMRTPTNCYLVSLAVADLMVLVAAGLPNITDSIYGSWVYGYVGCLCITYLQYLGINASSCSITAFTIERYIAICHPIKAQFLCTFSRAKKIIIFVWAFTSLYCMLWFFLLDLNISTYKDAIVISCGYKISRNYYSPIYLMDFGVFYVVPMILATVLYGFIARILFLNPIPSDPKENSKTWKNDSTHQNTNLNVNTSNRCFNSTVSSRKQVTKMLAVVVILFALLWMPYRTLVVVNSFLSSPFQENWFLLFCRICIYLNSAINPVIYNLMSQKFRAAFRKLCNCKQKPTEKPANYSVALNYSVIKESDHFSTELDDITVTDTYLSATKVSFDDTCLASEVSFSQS
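TRHR-expressing cells loaded with fluo-8 calcium dye; 23 nL library compound pin-transferred, kinetic FDSS fluorescence (Ex 480/Em 530) recorded about 180 s for agonist-induced calcium release, before a 10 nM TRH EC20 addition for potentiator mode.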
D1 agonist = Allosteric Agonists of the Human D1 Dopamine Receptor: qHTS | D(1A) dopamine receptor (Homo sapiens), P21728 | activation, % at 2 µM | AID 504660, 2011 | HEK293 T-REx D1 cells, calcium flux, agonist mode | 360,000 tested, 1% active; further: 0% is about no effect
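Agonism was scored from calcium flux recorded over 180 s (1 read/s) after pintool compound addition, following a 10-cycle baseline. Cells were inducible force-coupled HEK293 TREx D1, plated overnight at 30 C and loaded with no-wash calcium dye.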
RXFP1 antag = qHTS Assay for Antagonists of the Relaxin Receptor RXFP1; Relaxin receptor 1 (Homo sapiens), Q9HBX9; HEK293-RXFP1, relaxin-stimulated cAMP HTRF, 30 min; active compounds read low; activity change, negative = inhibition, % at 57.5 µM; 350,000 tested, 0.59% active; AID 1259400, 2018;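 active means activity change of -60% or lower, but not beyond a set lower limit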; further: on the % scale 0 is the no-effect control and ±100 the full control effect
D2 PAM = HTS Assay for Positive Allosteric Modulators of the Human D2 Dopamine Receptor: Primary Screen for Potentiators. D(2) dopamine receptor (Homo sapiens), P14416. HEK293 T-REx D2, calcium flux, EC20 dopamine potentiation. potentiation, % at 10 µM. 340,000 tested, 0.34% active;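 active means potentiation over 3 SD above the plate norm, cut at about 30% in these data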; further: 0% is about no effect
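Calcium flux readout, no-wash dye, 1 read/s. Inducible HEK293 Trex D2 line, overnight 30 C. Compound alone 180 s (agonist flags), then EC20 dopamine, another 180 s to score potentiation.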
D2 antag = HTS Assay for Allosteric Antagonists of the Human D2 Dopamine Receptor: Primary Screen for Antagonists. D(2) dopamine receptor (Homo sapiens), P14416. HEK293 TREx D2 cells, calcium flux, dopamine EC80. inhibition, % at 10 µM. 340,000 tested, 2% active. AID 485344, 2010; in the data active means inhibition above about 30%; further: 0% is about no effect
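In this primary screen, negative modulation is detected by tracking calcium flux after an EC80 dopamine challenge in inducible HEK293 T-REx D2 cells preexposed to test compound for 180 s.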
TRHR enhancer = qHTS for Small Molecule Agonists and Allosteric Enhancers of Human TRH Receptor: Primary Screen for Enhancers; 360,000 tested, 0.66% active; TRHR cells, fluo-8 calcium fluorescence, EC20 TRH enhancement; Thyrotropin-releasing hormone receptor (Homo sapiens), P34981; AID 493056, 2011; enhancement, % at 2 µM; in the data active means enhancement above about 30%; further: 0% is about no effect
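Enhancer read-out: after compound pinning and an initial kinetic agonist-mode read, an EC20 of TRH (10 nM final) was injected and fluo-8 calcium signal (Ex 480/Em 530) followed at 1 s/cycle for 100 cycles in TRHR-expressing cells.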
D1 antag = Antagonist of Human D 1 Dopamine Receptor: qHTS. activity change, negative = inhibition, % at 10 µM. HEK293 TREx D1 cells, calcium flux, dopamine EC80; active compounds read low. D(1A) dopamine receptor (Homo sapiens), P21728. 360,000 tested, 3.2% active; in the data active means activity change below about -30%; further: on the % scale 0 is the no-effect control and ±100 the full control effect
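Kinetic fluorescence of a calcium dye serves as the read-out. D1-expressing Hek293 Trex cells, induced overnight at 30 C, are exposed to compound for 180 s before an EC80 dopamine addition, then read 180 s further.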
An asterisk follows results filed as active; . = not tested or not shown. Unless noted, no stated cut-off is given here; in the data, active means activation above about 30%; inactive means the rest.

Start of the listing, in advance (11 entries):
Second line of a record – D1 antag	D2 ag	RXFP1 antag	D2 antag	D2 PAM	D1 PAM	TRHR agonist	D1 agonist	TRHR enhancer
1	CC1CC(C)CN(CC(O)COCCOc2ccc(Br)cc2)C1 (stereo not drawn)
→ 3	0.5	1	9	-25	6	1.1	7	5
2	COCCN(C(=O)c1cccc(-n2cnnn2)c1)c1c(N)n(CC(C)C)c(=O)[nH]c1=O
→ -40*	0.7	-1	21	1	-6	0.7	-1	-10
3	Cc1ccc([N+](=O)[O-])c(OCCN2CCC(Cc3ccccc3)CC2)c1
→ -55*	0.8	-26	68*	-32	-13	2.7	27	4
4	O=C(CCn1cnc2onc(-c3ccc(F)cc3)c2c1=O)N1CCN(c2ccccc2)CC1
→ -11	1.0	-24	.	5	-1	-0.4	7	-8
5	Cc1cccc(OCCCC(=O)Nc2nc3ccccc3[nH]2)c1
→ -5	1.3	4	21	0	-4	0.9	2	-4
6	Cc1cc(C(=O)N2CCN(S(=O)(=O)c3ccccc3C#N)CC2)c(C)o1
→ 7	-0.2	-6	23	20	0	-0.1	2	-2
7	CCn1c(-c2cccc(Br)c2)n[nH]c1=S
→ 5	-0.2	-8	-12	.	-4	-1.0	1	7
8	CCc1ccccc1Nc1nn2c(=O)c3ccc(C(=O)NCc4cccs4)cc3nc2s1
→ 15	-0.1	5	.	13	-1	1.5	6	7
9	CCN1C(=O)[C@H]2[C@@H](c3ccc(C)cc3)N3C(=O)N(c4cccc(Br)c4)C(=O)[C@@]3(Cc3ccccc3)[C@H]2C1=O
→ 3	1.7	.	2	18	0	1.1	4	-8
10	CC(=O)Nc1ccc(S(=O)(=O)Nc2cc(C)ccn2)cc1
→ 17	2.6	0	4	10	7	0.3	2	6
11	CC(=O)Nc1c(O)nc(SCC(=O)N2CCN(c3ccc(F)cc3)CC2)[nH]c1=O
→ 7	0.0	-16	-21	3	-12	-0.4	7	0

The list itself (from the top)
Second line of a record – D1 antag	D2 ag	RXFP1 antag	D2 antag	D2 PAM	D1 PAM	TRHR agonist	D1 agonist	TRHR enhancer
1	CC1CC(C)CN(CC(O)COCCOc2ccc(Br)cc2)C1 (stereo not drawn)
→ 3	0.5	1	9	-25	6	1.1	7	5
2	COCCN(C(=O)c1cccc(-n2cnnn2)c1)c1c(N)n(CC(C)C)c(=O)[nH]c1=O
→ -40*	0.7	-1	21	1	-6	0.7	-1	-10
3	Cc1ccc([N+](=O)[O-])c(OCCN2CCC(Cc3ccccc3)CC2)c1
→ -55*	0.8	-26	68*	-32	-13	2.7	27	4
4	O=C(CCn1cnc2onc(-c3ccc(F)cc3)c2c1=O)N1CCN(c2ccccc2)CC1
→ -11	1.0	-24	.	5	-1	-0.4	7	-8
5	Cc1cccc(OCCCC(=O)Nc2nc3ccccc3[nH]2)c1
→ -5	1.3	4	21	0	-4	0.9	2	-4
6	Cc1cc(C(=O)N2CCN(S(=O)(=O)c3ccccc3C#N)CC2)c(C)o1
→ 7	-0.2	-6	23	20	0	-0.1	2	-2
7	CCn1c(-c2cccc(Br)c2)n[nH]c1=S
→ 5	-0.2	-8	-12	.	-4	-1.0	1	7
8	CCc1ccccc1Nc1nn2c(=O)c3ccc(C(=O)NCc4cccs4)cc3nc2s1
→ 15	-0.1	5	.	13	-1	1.5	6	7
9	CCN1C(=O)[C@H]2[C@@H](c3ccc(C)cc3)N3C(=O)N(c4cccc(Br)c4)C(=O)[C@@]3(Cc3ccccc3)[C@H]2C1=O
→ 3	1.7	.	2	18	0	1.1	4	-8
10	CC(=O)Nc1ccc(S(=O)(=O)Nc2cc(C)ccn2)cc1
→ 17	2.6	0	4	10	7	0.3	2	6
11	CC(=O)Nc1c(O)nc(SCC(=O)N2CCN(c3ccc(F)cc3)CC2)[nH]c1=O
→ 7	0.0	-16	-21	3	-12	-0.4	7	0
12	C/C(CCc1ccc2c(c1)OCO2)=N\N=C1\NC(=O)CC(C(=O)Nc2ccccc2F)S1 (stereo not drawn)
→ 1	-0.3	-4	40*	15	-2	-0.1	1	23
13	O=C(C1CCC(CNS(=O)(=O)c2cccs2)CC1)N1CCN(c2ccc(F)cc2)CC1 (stereo not drawn)
→ 19	-1.4	-8	9	21	-5	-1.4	-5	5
14	O=C(CN1C(=O)COc2ccccc21)NCCN1CCc2ccccc2C1
→ -39*	-2.5	3	9	-1	-5	0.2	3	-7
15	CCCSC1=NN2CCCC(=O)N=C2S1
→ -3	0.2	-22	-19	-10	-3	1.0	4	-2
16	O=C(Nc1ccc(F)c(Cl)c1)C1CCN(C(=O)c2ccc(F)cc2)CC1
→ -11	0.0	-12	.	-9	-1	-0.1	6	1
17	CCCCn1c(N)c(N(CC(C)C)C(=O)c2ccc(OCc3c(C)noc3C)cc2)c(=O)[nH]c1=O
→ 5	-0.4	-6	-1	11	2	0.4	3	0
18	COc1cccc(C2CC(c3cccc(Br)c3)n3nc(N)nc3N2)c1 (stereo not drawn)
→ -12	0.7	.	-5	6	6	2.5	-1	4
19	O=C(Nc1ccc(-c2cc(C(F)(F)F)nn2-c2ccccc2)cc1)c1cccc(F)c1
→ -4	-0.2	-12	.	-1	-5	2.1	0	-11
20	O=C(Nc1cccc(O)c1)c1cc(-c2ccco2)on1
→ -13	0.1	1	-14	-8	1	-0.1	1	0
21	Cc1cc(C)c2c(c1)N[C@H](c1cccs1)[C@@H]1CCO[C@H]21
→ 3	0.5	-19	-3	8	3	1.0	1	2
22	Cc1cc(C(=O)NCc2ccc(C(=O)O)o2)c(C)o1
→ 5	-0.3	17	-14	7	-2	0.1	1	1
23	CCN(C(=O)CSc1nc2ccccc2nc1Cc1ccc(F)cc1)c1cccc(C)c1
→ -9	1.7	3	.	-11	1	1.1	7	-1
24	O=C(NCCNc1nccc(C(F)(F)F)n1)c1cccc(C(F)(F)F)c1
→ -34*	-0.8	5	0	-5	1	-0.8	8	-2
25	N#Cc1cc2c(=O)n3ccccc3nc2n(-c2nnc(SCc3ccccc3F)s2)c1=O
→ -10	0.6	-10	.	-1	5	-1.1	-3	-5
26	CC(C)CNC(=O)CN(C1CCCCC1)S(=O)(=O)c1ccccc1
→ 20	0.0	-12	25	-8	-1	-0.1	0	-4
27	CC1CCN(c2ccc(NC(=O)c3ccccc3[N+](=O)[O-])cc2)CC1
→ 14	0.5	1	-6	-3	-4	0.8	3	7
28	Cc1ccc(S(=O)(=O)N2CCN(C(=O)c3ccc4nc[nH]c4c3)CC2)cc1
→ -8	0.2	-5	26	9	4	0.1	1	-5
29	CCOc1ccc(-n2cc(-c3ccccc3)c3c(N4CCC(C)CC4)ncnc32)cc1
→ 18	0.5	15	.	18	1	-0.3	-3	2
30	Cc1noc(C)c1S(=O)(=O)N1CCC(C(=O)N2CCN(C(=O)c3ccco3)CC2)CC1
→ -2	0.9	-5	-11	10	1	0.0	2	-2
31	O=C(c1cc(S(=O)(=O)N2CCOCC2)ccc1F)N1CCCc2ccccc21
→ 7	2.7	-12	-13	.	-7	-1.4	2	-7
32	O=C(COC(=O)c1cc(S(=O)(=O)N2CCOCC2)ccc1O)NCc1ccc2c(c1)OCO2
→ -1	0.5	-5	3	-5	-4	0.1	2	3
33	Cc1cccc(CS(=O)(=O)Cc2ccc(C(=O)O)o2)c1
→ -4	0.5	2	0	-4	1	0.3	2	-5
34	N#Cc1nc(Cc2cccc3ccccc23)oc1NCC1CCCO1 (stereo not drawn)
→ -1	.	-8	.	.	0	-0.8	2	-4
35	CCNc1sc(C(=O)OCC)c(N)c1C#N
→ -19	0.1	2	-9	-7	1	-0.4	-3	-9
36	CN(CC(=O)O/N=C(\N)c1ccc([N+](=O)[O-])cc1)S(=O)(=O)c1ccccc1
→ -11	-0.5	-7	-15	3	-2	0.6	2	-7
37	CCOC(=O)c1nc2c(ccc3ccccc32)cc1C
→ 13	-1.0	-23	-4	-1	4	-1.0	1	14
38	CCOC(=O)C1CCN(CC(O)COCc2ccc(Cl)cc2)CC1 (stereo not drawn)
→ -5	11	9	4	-2	2	-0.3	0	-4
39	COc1ccc(CN(C(=O)Cc2cccs2)C(C(=O)NC2CCCC2)c2ccncc2)cc1 (stereo not drawn)
→ -3	0.6	-14	13	-2	1	-0.6	0	-11
40	Cc1ccc2oc(C(=O)NCC(c3ccc(Cl)cc3)N3CCOCC3)c(C)c2c1 (stereo not drawn)
→ 3	0.1	-23	.	4	-1	0.0	0	2
41	Cc1ccc(S(=O)(=O)N2CCC(C(=O)N[C@@H](C)C(=O)NCC3CCCO3)CC2)cc1 (stereo partly drawn)
→ -5	1.0	16	-3	-2	2	0.3	4	0
42	CC(C)CC[n+]1ccn(C2=C([O-])c3ccccc3C(=O)/C2=N\S(=O)(=O)c2ccccc2)c1
→ 8	0.0	4	22	14	4	-0.4	0	5
43	CCCN1CCC(=O)N([C@H](COc2ccccc2)CC(C)C)CC1
→ -9	0.7	.	17	-4	0	-0.5	3	1
